Compound activity from PubChem.
HP1b chromo inh – HTS for Inhibitors of HP1-beta Chromodomain Interactions with Methylated Histone Tails | Chromobox protein homolog 1 (Homo sapiens), P83916 | 0.56% of 390,000 active | AlphaScreen HP1-beta / biotin-H3K9me3 peptide binding | Potency, µM (top dose mostly 114 µM), without a hit: at the top dose activity change, negative = inhibition, usual class: inhibitors; note: nearly all actives have a fitted effect of over 70% in size; inactives centre near 23
Target sequence (P83916 whole entry, looked up): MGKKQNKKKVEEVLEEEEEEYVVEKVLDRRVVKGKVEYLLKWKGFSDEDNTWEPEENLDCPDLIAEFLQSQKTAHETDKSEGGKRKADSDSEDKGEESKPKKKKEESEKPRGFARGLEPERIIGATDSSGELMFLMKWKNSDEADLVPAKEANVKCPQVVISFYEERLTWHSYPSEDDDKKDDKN
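AlphaScreen: HP1-beta (50 nM) preformed 30 min with biotin-H3(1-18)K9me3 peptide (50 nM) in PBS pH 7.4, 0.01% Tween-20. Compound added for 30 min at RT, then streptavidin donor/nickel chelate acceptor beads (10 ug/mL) for 30 min.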
rTrxR1 inhibitor – qHTS Assay for Inhibitors of Mammalian Selenoprotein Thioredoxin Reductase 1 (TrxR1): qHTS | Thioredoxin reductase 1, cytoplasmic (Rattus norvegicus), O89049 | recombinant rTrxR1, NADPH fluorescence consumption, selenite substrate | Potency, µM (top dose mostly 114 µM), without a hit: at the top dose activity change, negative = inhibition, usual class: inhibitors | 1% of 390,000 active | AID 588453, 2011; note: % is set by controls: 0 for no effect and ±100 for the full control effect; nearly all actives have a fitted effect of over 65% in size
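Rat TrxR1 (90 nM in the dispensed reagent) was pre-reduced with 400 uM NADPH for 5 min at room temperature, then incubated with compound for 15 min. After 400 uM selenite was added, NADPH fluorescence (Ex 340/Em 450 nm) was followed for 8 min.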
PGK inhibitor – qHTS Assay to Find Inhibitors of Phosphoglycerate Kinase | PGK/GAPDH coupled, Kinase-Glo luminescence, 60 min | Potency, µM (doses to about 57.5 µM), for inactives: at the highest dose activity change, negative = inhibition, hits mostly inhibitors | 0.043% of 380,000 active | AID 602233, 2012; note: % is set by controls: 0 for no effect and ±100 for the full control effect; nearly all actives have a fitted effect of over 60% in size
Target sequence (P07378 whole entry, looked up): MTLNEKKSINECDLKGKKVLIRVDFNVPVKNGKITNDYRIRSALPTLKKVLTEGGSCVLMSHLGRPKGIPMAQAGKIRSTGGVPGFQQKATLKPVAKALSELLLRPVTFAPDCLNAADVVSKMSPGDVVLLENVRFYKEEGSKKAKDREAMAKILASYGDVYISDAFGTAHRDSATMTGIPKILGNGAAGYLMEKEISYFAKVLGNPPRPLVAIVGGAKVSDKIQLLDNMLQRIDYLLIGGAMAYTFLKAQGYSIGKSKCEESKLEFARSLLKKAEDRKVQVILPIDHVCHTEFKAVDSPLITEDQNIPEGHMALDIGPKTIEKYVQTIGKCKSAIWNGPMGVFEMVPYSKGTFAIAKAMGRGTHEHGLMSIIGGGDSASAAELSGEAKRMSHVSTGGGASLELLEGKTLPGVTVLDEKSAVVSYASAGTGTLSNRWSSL
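Recombinant glycosomal PGK reaction used 1,3-bisphosphoglycerate generated in-well by GAPDH (100nM final) in 100mM TEA pH 7.6, 5mM MgCl2, 0.01% Tween-20. After 60 minutes at room temperature, ATP was read by Kinase-Glo Plus luminescence end-point.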
Pin1 inh – qHTS Assay to Find Inhibitors of Pin1; Peptidyl-prolyl cis-trans isomerase NIMA-interacting 1 (Homo sapiens), Q13526; Pin1 FP peptide displacement, HiFluor488, 10 min; Potency, µM (top dose mostly 115 µM), without a hit: at the highest dose activity, negative = inhibition, usual class: inhibitors; 0.009% of 390,000 active; AID 504891, 2011; active = well fitted inhibition curve with a large enough effect in the polarisation, with a control signal flat, not every such curve was filed as active; inconclusive = small, poorly fitted or top-dose-only effect, or effect the other way, or a change in a side signal; inactive = no such curve, though single readings can be large or run the other way; the % refers to the polarisation; note: % is set by controls: 0 for no effect and ±100 for the full control effect
Target sequence (Q13526 whole entry, looked up): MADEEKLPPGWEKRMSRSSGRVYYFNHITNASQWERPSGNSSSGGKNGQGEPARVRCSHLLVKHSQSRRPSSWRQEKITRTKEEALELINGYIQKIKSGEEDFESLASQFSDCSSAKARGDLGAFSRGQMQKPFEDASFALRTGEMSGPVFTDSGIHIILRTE
GLS inh – qHTS for Inhibitors of Glutaminase (GLS) | GLS enzymatic activity, qHTS titration | Glutaminase kidney isoform, mitochondrial (Homo sapiens), O94925 | 0.21% of 410,000 active | Potency, µM (top dose mostly 45.5 µM), inactives show at the highest dose activity change, negative = inhibition, most hits filed as inhibitors; note: % is set by controls: 0 for no effect and ±100 for the full control effect
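hKGA in 45 mM KH2PO4 pH 8.2, 0.02% Tween-20 with pin-transferred compounds; 1 mM L-glutamine (stock) plus glutamate oxidase/HRP/Amplex Red coupling added. Fluorescence read initially and after 30 min at RT.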
JMJD2A Tudor – qHTS Assay for Inhibitors of JMJD2A-Tudor Domain | Lysine-specific demethylase 4A (Homo sapiens), O75164 | AlphaScreen JMJD2A-Tudor / H3K4me3 peptide binding | Potency, µM (top dose mostly 114 µM), for the others: at the highest dose activity change, negative = inhibition, actives largely listed as inhibitors | 4.4% of 390,000 active | AID 504339, 2011; note: % is set by controls: 0 for no effect and ±100 for the full control effect; nearly all actives have a fitted effect of over 50% in size
RGS4 inhibitor – Inhibitors of Regulator of G Protein Signaling (RGS) 4: qHTS; Potency, µM (top dose mostly 114 µM), inactives show at the top dose activity change, negative = inhibition, most hits filed as inhibitors; Regulator of G-protein signaling 4 (Homo sapiens), P49798; 0.039% of 390,000 active; Transcreener GDP fluorescence polarization, RGS4-accelerated GTP hydrolysis; note: % is set by controls: 0 for no effect and ±100 for the full control effect; nearly all actives have a fitted effect of over 75% in size; some results filed as inactive show a strong effect at the top dose
Target sequence (P49798 whole entry, looked up): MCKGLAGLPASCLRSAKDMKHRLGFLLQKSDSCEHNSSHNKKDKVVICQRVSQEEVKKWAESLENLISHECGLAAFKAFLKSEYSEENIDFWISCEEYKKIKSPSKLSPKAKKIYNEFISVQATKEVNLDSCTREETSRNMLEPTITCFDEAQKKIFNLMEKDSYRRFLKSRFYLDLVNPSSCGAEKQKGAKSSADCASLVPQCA
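MLSMR compounds (23 nl, pin-transferred) preincubated 10 min at room temperature with a 500nM (2x) first reagent, then RGS4 at 900nM (2x) plus Transcreener GDP mix added; fluorescence polarization (620/688 nm) read before and after 90 min at 30 °C.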
ERG Ets-DNA blk – qHTS for Small Molecule Inhibitors of the ERG Ets/DNA interaction | fluorescence polarization, His-ERG Ets domain / labelled DNA | 0.028% of 370,000 active | Potency, µM (series often up to 76.9 µM), for inactives: at the highest dose FP activity, negative = inhibition, hits mostly inhibitors | AID 624246, 2012; active = well fitted inhibition curve with a large enough effect in the polarisation, with a control signal flat; inconclusive = small, poorly fitted or top-dose-only effect, or effect the other way, or a change in a side signal; inactive = no such curve, though single readings can be large or run the other way; the % refers to the polarisation;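 note: polarization taken with two DNA probes labelled with fluorescein and Texas red; % of control where 0% means no effect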
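His-tagged ERG Ets domain (1 uM in the protein solution; 300mM KCl, 50mM Tris-HCl, 1mM EDTA, 1mM DTT, pH 7.5) received compound, then a probe mix of 5 nM fluorescein-DNA and 100nM Texas-615-DNA. Fluorescence polarization was read for both dyes.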
12-LOX inh – Primary qHTS assay for inhibitors of human arachidonate 12S-lipoxygenase (ALOX12): Round 2 | Polyunsaturated fatty acid lipoxygenase ALOX12 (Homo sapiens), P18054 | purified 12hLO, xylenol orange hydroperoxide absorbance | Potency, µM (doses to about 108 µM), for the others: at the top dose activity change, negative = inhibition, most hits filed as inhibitors | 1.1% of 580,000 active; note: % is set by controls: 0 for no effect and ±100 for the full control effect
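Purified human 12hLO at 150 nM in 25 mM Hepes, 0.01% Triton X-100, pH 7.0, preincubated 15 min at room temperature with compound. Reaction started with 40 uM arachidonic acid, 30 min at room temperature. Hydroperoxide measured by Fe-xylenol orange, 573/405 nm absorbance ratio.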
* = called active by the depositor; i = inactive; ? = inconclusive; . = not tested or not shown; & = joins results of further samples; [ ] = dose if it differs, or a comment. Unless noted, calls come from the whole dose curve; as a rule, active = well fitted curve in the direction sought with a large enough effect; inconclusive = small, poorly fitted or top-dose-only effect, or another doubt; inactive = no such curve, though single readings can be large; an effect the other way counts as inactive or inconclusive. Potency is the fitted concentration of half-maximal effect. Not all compounds are listed; rates above refer to the full screens.

cpd	Compound	HP1b chromo inh	rTrxR1 inhibitor	PGK inhibitor	Pin1 inh	GLS inh
1	Cc1cc(Cl)ccc1OC(C)C(=O)NNC(=O)C1CCCCC1C(=O)O (stereo not given)	25%	37%[activator]	-1%	0%	-1%
2	O=C(CN1CCN(c2ccc(F)cc2)CC1)Nc1ccc2c(c1)OCCO2	-13%	11%[57.1 µM]	-8%	2%	2%
3	O=S(=O)(NCCCNS(=O)(=O)c1c(F)cccc1F)c1ccc2c(c1)OCCO2	25%	12%	2%	0%&1%	2%
4	Cc1cc(=S)c2ccccc2[nH]1	11%	?	10%	1%	-17%
5	NC(=O)C1CCCN(S(=O)(=O)c2ccc(Br)cc2)C1 (stereo not given)	29%	22%	-4%	-4%	-7%
6	CCc1ccc(NC(=O)c2cnn(-c3ccccc3)c2-n2cccc2)cc1	20%	-2%	2%	8%	-5%
7	Cc1ccccc1NS(=O)(=O)c1ccc(NS(=O)(=O)c2cccs2)cc1	15%	-9%	-12%	5%	2%
8	CCOc1ccccc1NC(=O)C(CC(C)C)NC(=O)C1CCC(C)CC1 (stereo not given)	23%&54%	5%&9%	-1%	0%&2%	2%&1%
9	Cc1ccc(-n2cc(S(=O)(=O)c3ccc(C)cc3)[nH]c2=O)cc1	?	36%[activator][57.1 µM]	-8%	9%	1%
10	Cc1n[nH]c(C)c1C(=O)CC1(O)C(=O)N(CCc2ccccc2)c2ccc(Cl)cc21 (stereo not given)	-19%	13%[57.1 µM]	-4%	11%	-8%
11	COc1cc(CC(CC(=O)O)CC(C)OCc2ccccc2)cc(OC)c1 (stereo not given)	23%	3%[57.1 µM]	-8%	-10%	10%
12	CN(C(=O)CC1C(=O)NCCN1Cc1ccc(F)cc1Cl)C1CCCCC1 (stereo not given)	48%	?	-6%	-3%	0%

cpd	JMJD2A Tudor	RGS4 inhibitor	ERG Ets-DNA blk	12-LOX inh
1	1%	27%	8%	18%
2	-24%	12%	1%	-1%
3	-3%&-13%	-4%	.	-23%
4	?	-16%	10%	?
5	-7%	2%	-9%	0%
6	-12%	-15%	1%	-25%
7	-8%	4%	-4%	-8%
8	-13%&-7%	11%&-41%	-8%&1%	-24%&3%
9	?	-33%	6%	-9%
10	18%[11.4 µM]	2%[11.4 µM]	-2%	8%
11	14%	7%	-5%	-2%
12	-9%	-34%	0%	-21%

Additional records:
cpd	Compound	HP1b chromo inh	rTrxR1 inhibitor	PGK inhibitor	Pin1 inh	GLS inh
13	COc1ccc(C)cc1NC1=C(Cl)C(=O)N(C2CCCCC2)C1=O	-13%	17%	3%	0%	0%
14	COc1ccc(NC(=O)c2cccc(S(=O)(=O)NCc3ccco3)c2)c(OC)c1	-1%	10%	-5%	-2%	-3%
15	COc1ccc(-c2csc3ncnc(N4CCN(Cc5ccccc5)CC4)c23)cc1	13%	-35%	9%	3%	1%
16	Cc1cc(F)ccc1S(=O)(=O)N1CCCOC1CNC(=O)C(=O)NCCc1ccccc1 (stereo not given)	34%[activator]	-9%	-10%	2%	-4%
17	Cc1cc(NC(=O)CCc2ccc(C)o2)no1	17%	-97%	-5%	-10%	0%
18	O=C(NC1CCCCCC1)C(=S)NCCc1ccccc1	4%	-16%	-10%	-7%	-13%
19	CN(C(=O)CSc1nnc(C2CC2)n1C)C1CCCc2ccccc21 (stereo not given)	23%	-12%	i	1%	4%
20	CCn1cc(/C=N\NC(=O)Cc2ccc([N+](=O)[O-])cc2)c(C)n1	34%	1%	-4%	1%	0%
21	Oc1ccccc1C(=S)N1CCN(c2cccc(Cl)c2)CC1	?	15%[11.4 µM]	-5%	-9%	-3%
22	O=C(COc1nsnc1N1CCOCC1)Nc1ccccc1Cl	34%	13%	-4%	-8%	-11%
23	O=C(COc1ccccc1F)NC12CC3CC(CC(C3)C1)C2	27%	11%	-5%	-16%	20%
24	Cc1ccc(C2CC(C(F)(F)F)n3ncc(C(N)=O)c3N2)cc1 (stereo not given)	8%	-2%	-7%	0%	6%

cpd	JMJD2A Tudor	RGS4 inhibitor	ERG Ets-DNA blk	12-LOX inh
13	?	-20%	-3%	0%
14	-23%	8%	3%	1%
15	-26%	18%	2%	?
16	-20%	-52%	-2%	8%
17	-18%	-23%	9%	0%
18	19%	-41%	-4%	-8%
19	-24%	9%	2%	-2%
20	-10%	15%	17%	13%
21	?	?	-2%	?
22	-19%	-2%	-6%	-11%
23	-15%[11.4 µM]	8%[11.4 µM]	-7%	12%
24	-12%	3%	-2%	0%

Given as labelled records: part of the list above.
24: Cc1ccc(C2CC(C(F)(F)F)n3ncc(C(N)=O)c3N2)cc1 (stereo not given)
- HP1b chromo inh: 8%
- rTrxR1 inhibitor: -2%
- PGK inhibitor: -7%
- Pin1 inh: 0%
- GLS inh: 6%
- JMJD2A Tudor: -12%
- RGS4 inhibitor: 3%
- ERG Ets-DNA blk: -2%
- 12-LOX inh: 0%
20: CCn1cc(/C=N\NC(=O)Cc2ccc([N+](=O)[O-])cc2)c(C)n1
- HP1b chromo inh: 34%
- rTrxR1 inhibitor: 1%
- PGK inhibitor: -4%
- Pin1 inh: 1%
- GLS inh: 0%
- JMJD2A Tudor: -10%
- RGS4 inhibitor: 15%
- ERG Ets-DNA blk: 17%
- 12-LOX inh: 13%
21: Oc1ccccc1C(=S)N1CCN(c2cccc(Cl)c2)CC1
- HP1b chromo inh: ?
- rTrxR1 inhibitor: 15%[11.4 µM]
- PGK inhibitor: -5%
- Pin1 inh: -9%
- GLS inh: -3%
- JMJD2A Tudor: ?
- RGS4 inhibitor: ?
- ERG Ets-DNA blk: -2%
- 12-LOX inh: ?
19: CN(C(=O)CSc1nnc(C2CC2)n1C)C1CCCc2ccccc21 (stereo not given)
- HP1b chromo inh: 23%
- rTrxR1 inhibitor: -12%
- PGK inhibitor: i
- Pin1 inh: 1%
- GLS inh: 4%
- JMJD2A Tudor: -24%
- RGS4 inhibitor: 9%
- ERG Ets-DNA blk: 2%
- 12-LOX inh: -2%

Carrying on:
cpd	Compound	HP1b chromo inh	rTrxR1 inhibitor	PGK inhibitor	Pin1 inh	GLS inh
25	Cc1ccc(S(=O)(=O)C2(S(=O)(=O)c3ccc(C)cc3)CCCC2)cc1	27%	0%	5%	2%	8%
26	CCOCCn1cnc2sc(C(=O)NCC(=O)OCC)c(C)c2c1=O	13%	15%[57.1 µM]	-7%	-7%	-6%
27	COc1cc(C2C(=O)N(C3CCCC3)CC(=O)N2Cc2ccco2)ccc1OC(C)C (stereo not given)	-6%	?	-5%	6%	0%
28	COc1ccc(C(=O)CNc2cccc(F)c2)cc1	-15%	13%[57.1 µM]	-2%	-5%	12%
29	CC(=O)N(C)c1ccc(NC(=S)Nc2ccccc2)cc1	9%	-16%	-2%	0%	19%
30	Cc1ccc(C2=N/C(=C\c3cccnc3)C(=O)O2)cc1	11%	-4%	-3%	-1%	15%
31	COC(=O)/C(=C/c1cccc([N+](=O)[O-])c1)NC(=O)c1ccc(OC)cc1	32%	6%	-1%	-1%	6%
32	COc1ccccc1CNS(=O)(=O)c1c(C)[nH]c(=O)[nH]c1=O	25%	19%	-7%	-6%	-6%
33	CCSc1nc2c(c(=O)n1Cc1ccccc1)SC(C)C2 (stereo not given)	1%	2%	i	9%	-5%
34	COc1ccc(/C=C/C(=O)Nc2c(C)nn(C)c2C)cc1COc1ccc(Cl)cc1Br	5%	17%	-7%	11%	-3%
35	O=C(NCc1ccco1)c1cccc(Br)c1	39%[activator]	6%	-7%	0%	0%
36	COc1ccc(/C=C(/C#N)c2cccnc2)cc1OC	?	5%	-10%	-6%	-2%
37	O=C(O)c1ccc(S(=O)(=O)NCc2ccc3c(c2)OCO3)cc1	44%[activator]	17%	.	-4%	1%
38	CCOC(=O)N1CCC(NC(=O)CS(=O)(=O)Cc2nc(-c3ccc(OC)cc3)oc2C)CC1	11%	22%[57.1 µM]	-8%	-4%	3%
39	Cc1nn2c(N3CCOCC3)c3c(nc2c1-c1ccccc1)CCCC3	108%[activator]	-15%	-4%	-3%	-15%

cpd	JMJD2A Tudor	RGS4 inhibitor	ERG Ets-DNA blk	12-LOX inh
25	-12%	5%	2%	11%
26	17%	13%	-5%	9%
27	-16%	-11%	3%	-25%
28	2%	-8%	-18%	?
29	-16%	-12%	-10%	-13%
30	-32%	-20%	-1%	?
31	-7%[57.1 µM]	1%	-2%	23%
32	-21%	-6%	.	-27%
33	?	5%	.	9%
34	-32%	-8%	-3%	6%
35	2%	-4%	1%	13%
36	-12%	6%	1%	-8%
37	-5%	-4%	-2%	-11%
38	?	-79%[56.9 µM]	-1%	2%
39	35%	-14%	2%	-21%
